High-throughput results: PubChem BioAssay, several laboratories
N-glyco inh = blocks N-linked glycosylation in D54 reporter cells | reporter increase, % at 12.5 µM | 360,000 tested, 0.23% active | AID 588692 | D54 ERlucT glycosylation luciferase reporter, 24 h; percent of 100 nM tunicamycin response;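 active means mean luciferase reporter signal, scaled so untreated is 0 and the glycosylation-blocking control 100, at or above a set limit in every replicate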;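 further: luciferase carries N-glycosylation sites so blocking glycosylation raises the light; 0% = median of neutral control wells and 100% = median of 100 nM tunicamycin wells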
m5-HT2A agonist = mouse HTR2A agonism via beta-arrestin recruitment. P35363. CHO-K1 mHTR2A beta-arrestin complementation, luminescence; percent of 30 µM serotonin response. activation, % at 7.6 µM. 360,000 tested, 0.66% active. AID 624169;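 active means activation above a run cutoff, the mean activation of all tested compounds plus 3 SD, cut at about 14% in these data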;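 further: 0% = plate median of compound wells and 100% = 30 µM serotonin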
Target sequence (P35363 whole entry, looked up): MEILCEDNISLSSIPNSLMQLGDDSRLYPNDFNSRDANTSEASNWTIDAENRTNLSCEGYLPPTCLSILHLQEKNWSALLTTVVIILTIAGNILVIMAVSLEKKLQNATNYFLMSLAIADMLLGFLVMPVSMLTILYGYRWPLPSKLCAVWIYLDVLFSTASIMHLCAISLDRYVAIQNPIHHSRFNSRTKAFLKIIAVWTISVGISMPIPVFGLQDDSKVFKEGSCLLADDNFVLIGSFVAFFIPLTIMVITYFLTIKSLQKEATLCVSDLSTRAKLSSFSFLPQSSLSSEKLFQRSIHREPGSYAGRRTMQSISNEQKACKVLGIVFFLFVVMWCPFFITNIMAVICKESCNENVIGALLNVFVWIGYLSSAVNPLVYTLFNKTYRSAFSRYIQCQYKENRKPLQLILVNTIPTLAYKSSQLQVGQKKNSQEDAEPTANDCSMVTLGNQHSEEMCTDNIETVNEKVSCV
aDG glyco up = increases alpha dystroglycan glycosylation. Pro5-aDG cells, alpha-DG glycosylation AlphaScreen (IIH6); 0% Pro5, 100% B10-LARGE cell signal. activation, % at 10 µM. 360,000 tested, 0.22% active. AID 624168;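 active means activation of at least 8% versus controls, or a plate z-score of at least 8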;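 further: Pro5 are CHO cells carrying HIG-tagged alpha-DG that lacks glycosylation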
CaV13 FRET inh = Disruptors of the CACNA1D IQ motif to Ca2+-dependent inactivation inhibitor domain association, primary screening, Förster resonance energy transfer in intact living …; HEK cells, CFP/YFP FRET ICDI-IQ, plate reader, 10 min; percent FRET-ratio fall versus neutral wells; inhibition, % at 12.3 µM; 340,000 tested, 0.098% active;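 active means mean replicate inhibition of at least 30% and at least 1% of replicates passing that level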;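 further: 0% = median of the neutral control wells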
Vif imaging = HIV Vif inhibition; HEK293T cells, Vif self-association by quenched fluorescence, imaging, 24 h; inhibition, % at 7.49 µM; 340,000 tested, 0.35% active; AID 602346; in the data active means inhibition above about 50%, passing the limit was not always enough; further: some results filed as inactive read as strong as hits
MC4R ag barr = agonists of human melanocortin 4 receptor (MC4R) beta-arrestin; 360,000 tested, 0.98% active; activation, % at 8.9 µM; P32245; AID 540308; U2OS MC4R beta-arrestin complementation, luminescence; percent of melanotan II response, DMSO zero;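 active means activation above a per-plate cutoff, the mean activation of sample wells on that plate plus 3 SD, cut at about 8% in these data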
Target sequence (P32245 whole entry, looked up): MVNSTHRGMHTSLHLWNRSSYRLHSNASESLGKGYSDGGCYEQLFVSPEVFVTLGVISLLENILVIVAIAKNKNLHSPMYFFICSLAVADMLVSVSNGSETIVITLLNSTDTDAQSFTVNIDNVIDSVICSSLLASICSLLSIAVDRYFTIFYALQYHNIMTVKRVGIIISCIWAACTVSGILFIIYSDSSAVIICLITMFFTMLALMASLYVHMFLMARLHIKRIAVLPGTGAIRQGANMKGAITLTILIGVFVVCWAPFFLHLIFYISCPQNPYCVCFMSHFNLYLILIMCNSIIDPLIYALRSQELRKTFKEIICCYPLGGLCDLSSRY
MC4R antagonist = antagonists of human melanocortin 4 receptor (MC4R); 360,000 tested, 0.48% active; AID 540295; P32245; MC4R-expressing cells, MTII-stimulated cAMP, LANCE TR-FRET; inhibition, % at 6.5 µM;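 active means inhibition above its plate's cutoff, the mean of tested wells on that plate plus 3 SD, cut at about 29% in these data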;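 further: 0% = Melanotan II alone and 100% = Melanotan II plus saturating MCL0020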
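Test system: U2OS cells stably expressing human melanocortin 4 receptor (MC4R); also added: Melanotan II challenge; compound: 6.5 µM single dose; timing: 30-min compound preincubation, 1-h Melanotan II challenge, 1-h detection, room temperature; signal: Eu-cAMP/anti-cAMP TR-FRET, emission 671 nm; repeats: one well per compound, no replicates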
PDI inh = inhibitors of human protein disulfide isomerase; P07237; PDI insulin aggregation turbidity, A650, 90 min; inhibition, % at 10 µM; 350,000 tested, 0.052% active;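 active means mean inhibition across replicates of 30% or more, whatever share of single replicates reach that level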;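 further: absorbance from insulin aggregation driven by PDI reduction with DTT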
H9c2 protect = protects H9c2 cardiomyocytes from peroxide injury; 360,000 tested, 0.63% active; protection from H2O2 cell death, % at 20 µM; AID 588492; H2O2 injury protection, ATPLite, 2 h;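 active means compounds giving at least 50% protection of heart cells from peroxide-induced death in the single-dose screen, raw or plate-pattern-corrected value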;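 further: 0% = DMSO wells with peroxide and 100% = DMSO wells without peroxide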
ABCB6 inh MLPCN = blocks the human ABCB6 transporter; Q9NP58; K562-ABCB6 porphyrin accumulation, flow cytometry, 1 h; stronger effect = lower value; fluorescence ratio to DMSO, % at 10 µM; 360,000 tested, 0.19% active; AID 602162;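 active means fluorescence ratio to DMSO below 75%, the collection mean minus 3 SD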;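 further: signal is porphyrin accumulated inside mitochondria; 100% equals median channel fluorescence of DMSO control wells; lower ratio means ABCB6 inhibition with less porphyrin fluorescence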
* hit, by the source's call; . = not tested or not shown.

Compound,N-glyco inh,m5-HT2A agonist,aDG glyco up,CaV13 FRET inh,Vif imaging,MC4R ag barr,MC4R antagonist,PDI inh,H9c2 protect,ABCB6 inh MLPCN
COc1ccc(C2CN=NC2C(=O)c2ccccc2)cc1 (stereo unspecified),-4,-1,0.0,-22,1,1.6,7,3,2,99
C#CCNC(=O)C1=C[C@@H](c2ccc(C(F)(F)F)cc2)C[C@@H](OCCCCO)O1,1,8,0.0,-3,-6,-0.5,0,1,1,87
COc1ccc2[nH]c(=O)c(CN(Cc3cccs3)Cc3nnnn3C(C)(C)C)cc2c1,1,-2,0.8,.,-5,-1.1,-7,13,25,95
COc1ccc(CNn2cnnc2)c(O)c1,3,1,-0.2,-7,0,-1.9,5,-4,-1,93
CCC1(CC)Cc2ccccc2-c2nc(NN)[nH]c(=O)c21,0,-1,0.2,-2,-2,-1.6,11,-5,3,96
O=C(CSc1nnc(-c2cccnc2)n1Cc1ccco1)NCc1ccc2c(c1)OCO2,1,0,0.1,-4,-5,-1.4,6,3,0,95
O=C(Nc1ccc(N2CCOCC2)cc1)NC1CCCCC1,3,15*,-0.1,-10,4,-2.0,1,3,-6,103
O=C(/C=C/c1ccccc1)Oc1coc(CSc2ncccn2)cc1=O,-2,0,-0.1,4,-4,-1.8,14,4,21,104
CN1CCN(C(=O)c2cc(-c3cccc(Cl)c3)on2)CC1,3,-4,0.2,-5,.,-1.6,15,0,13,98
Cc1cc(C)n2nc(SCC(=O)NCc3ccco3)nc2n1,1,-1,0.1,-5,-3,-1.1,12,-3,4,103
CCOC(=O)C1CCN(C(=S)NC2CCCC2)CC1,-1,-3,0.2,-6,4,-1.6,4,-1,-6,102
COc1ccc(C(=O)Nc2ccc(C3(C#N)CCCC3)cc2)cc1OC,-3,0,-0.1,-6,-5,-0.2,25,2,3,97
COc1cccc(CNC(=O)CCCC(=O)NC(C)CCc2ccccc2)c1 (stereo unspecified),0,-3,-0.1,-3,-2,1.0,20,9,-2,101
Cc1cc(C)c(OCC(=O)Nc2ccc(S(=O)(=O)N3CCCC3)cc2)c(C)c1,-2,-6,0.4,-3,-14,0.2,6,8,-13,100
CC(C)CCNC(=S)Nc1ccc(Br)cc1,-3,-3,0.6,-5,1,0.6,3,2,-7,85
Cc1nnsc1-c1c(C(=O)N2CCOCC2)c(C)nn1-c1ccc(Cl)cc1,-1,3,-0.1,-19,9,-1.1,-6,-5,-4,103
Cc1[nH]c2ccc(C(=O)N3CCN(Cc4ccccc4)CC3)cc2c1C,-4,-6,-0.1,-5,24,-1.0,-2,1,-8,105
c1ccc(-c2ccccc2OCCCCN2CCCCC2)cc1,0,-8,0.3,-10,.,-3.5,5,13,3,97
CN1CC(=O)N(CC(=O)Nc2cccc(S(=O)(=O)N3CCOCC3)c2)C1=O,2,-3,-0.6,-10,10,-0.8,2,-2,-2,99
CCOc1ccc(C2C(C#N)=C(N)N(c3sc4c(c3C#N)CCCC4)C3=C2C(=O)CCC3)cc1 (stereo unspecified),-3,11,-0.3,-6,16,-0.2,12,-10,30,102
CN(c1ccc(C(=O)N2CCN(c3ccc(F)cc3)CC2)cc1)S(C)(=O)=O,-1,-1,-0.1,0,4,-1.9,11,6,0,97
CCn1c(C(=O)N2CCCC(C(=O)O)C2)cc2sccc21 (stereo unspecified),-2,-4,0.1,-5,2,-0.9,6,-2,12,104
CCn1nc(C(=O)Nc2ccc3c(c2)OCCO3)c2ccccc2c1=O,1,-3,-0.2,-7,-1,-0.3,0,2,3,97
CC(OC(=O)Cc1n[nH]c(=O)c2ccccc12)C(=O)Nc1ccc(F)cc1Cl (stereo unspecified),-1,7,0.0,-3,0,-4.4,-1,2,69*,103
COc1ccc(NC(=O)Cn2c(-c3ccc(OC)cc3)cn(-c3ccc(C)cc3)c2=O)cc1,3,3,0.1,.,-1,0.2,3,-14,4,91

(more compounds)
Compound,N-glyco inh,m5-HT2A agonist,aDG glyco up,CaV13 FRET inh,Vif imaging,MC4R ag barr,MC4R antagonist,PDI inh,H9c2 protect,ABCB6 inh MLPCN
Cc1[nH]n(-c2ccc(Br)cc2)c(=O)c1C=Nc1ccc(S(=O)(=O)Nc2nccs2)cc1,4,6,0.1,-11,1,-1.4,15,-1,-17,96
CCC(C)Cn1cnc2c(SCc3ccccn3)nc(N)nc21 (stereo unspecified),2,4,0.1,-15,-10,-0.8,-5,-1,0,97
Cn1cnnc1Sc1ccc(CN2CCN(C3CCCC3)C(CCO)C2)o1 (stereo unspecified),3,-5,-0.4,-4,-3,-1.4,3,-4,3,96
COc1ccc([N+](=O)[O-])cc1N/C(=N/S(=O)(=O)c1ccccc1)c1ccccc1,-2,1,0.5,-6,-14,-1.4,0,8,-1,106
Cc1noc(C)c1CSc1nnc(-c2ccccc2F)n1CCc1ccccc1,0,-1,0.1,0,0,-1.1,18,-11,-4,100
CC1CCCCN1C(=O)CSc1nnc(-c2cccnc2)o1 (stereo unspecified),0,2,0.0,-4,6,-0.4,-3,-6,6,93
CCOC(=O)c1cccc(NC(=O)c2cc3ccccc3o2)c1,-3,1,0.0,-19,16,2.0,5,-10,-4,96
Cc1noc(C)c1S(=O)(=O)Nc1cc(C(F)(F)F)ccc1N1CCOCC1,0,1,-0.1,-5,-2,1.1,-6,-10,-4,102
O=C(Oc1ccc(-c2cnc3ccccc3n2)cc1)c1cc([N+](=O)[O-])ccc1Cl,0,0,-0.4,0,4,-0.1,29*,-9,6,96
COc1ccccc1/C=N/Nc1nc(C)cc(=O)[nH]1,-1,11,-0.3,40*,-4,4.0,-3,-9,-1,78
O=C(OCC(=O)N1CCc2ccccc21)[C@@H]1CCCN1S(=O)(=O)c1ccccc1F,3,-6,-0.1,-4,12,0.4,7,-3,22,92
CC(=O)c1ccc2c3c(cccc13)CC2,3,-3,-0.4,-3,-7,-0.5,3,-6,0,93
O=C(NCCc1cccs1)C1CC1,-1,-1,0.0,-5,-8,0.6,3,0,-1,100
O=C1Nc2ccccc2C1=Nc1ccc(S(=O)(=O)Nc2nccs2)cc1,-2,4,0.1,-18,-6,1.1,-7,-4,0,95
Cc1cc(C)cc(C(O)c2ncc(-c3cccc(C(F)(F)F)c3)[nH]2)c1 (stereo unspecified),-3,3,0.4,-6,.,3.6,7,12,-11,98
CS(=O)(=O)N1CCCC(C(=O)Nc2ccc3c(c2)OCCO3)C1 (stereo unspecified),1,-1,0.5,-7,22,0.9,3,21,16,97
Cc1c(Cl)cccc1NC(=O)Cn1nnc(C(=O)NCc2cccs2)c1N,5,0,0.3,-6,-4,5.5,-9,-13,-2,94
CCCn1c(N)c(C(=O)CSc2nnc(-c3ccco3)n2Cc2ccccc2)c(=O)[nH]c1=O,0,1,-0.1,.,18,-1.1,2,1,16,100
C=CCN1C(c2ccccc2)=CS/C1=C(\C#N)c1nnc2n1CCCCC2,-1,-3,-0.2,.,-4,0.1,5,0,-1,102
O=C(CSc1ccc(F)cc1)NNC(=O)c1ccccc1Br,2,0,0.1,-19,7,-1.8,1,11,3,97
COC(=O)c1[nH]c2ccc(Br)cc2c1NC(=O)Oc1ccccc1,2,-1,0.0,-5,26,-0.5,-16,3,0,81
O=C(CSc1nn(-c2ccc(F)cc2)c(=S)s1)NC1CCS(=O)(=O)C1 (stereo unspecified),1,-1,-0.1,-6,-5,-1.9,22,1,-3,96
CC1(C)Cc2c(c(-c3ccco3)nc3n[nH]c(N)c23)CO1,0,3,0.1,-5,6,-0.1,-3,-2,3,106
COc1ccc([C@H]2CC(=O)C=C(c3cc(Br)ccc3OC)C2)cc1,15,2,-0.1,-11,-2,-0.8,-7,1,1,97
CCN(c1cccc(C)c1)S(=O)(=O)c1ccc2c(c1)NC(=O)CCS2,-2,-7,-0.1,-2,-6,-0.3,12,2,3,103

Other records
Compound,N-glyco inh,m5-HT2A agonist,aDG glyco up,CaV13 FRET inh,Vif imaging,MC4R ag barr,MC4R antagonist,PDI inh,H9c2 protect,ABCB6 inh MLPCN
CCC(C)(C)NC(=O)C(c1ccccn1)N(C(=O)c1csnn1)c1ccc(C)cc1 (stereo unspecified),0,-5,1.1,-8,4,-2.1,5,-2,18,99
CCc1nc(SCc2ccc(F)cc2)n[nH]1,4,1,-0.2,-2,1,0.2,0,-4,-5,99
CCN1CCN(c2c(Cl)cccc2NC(=O)c2cc3ccccc3o2)CC1,-1,-7,-0.1,-7,-8,0.3,-42,6,18,91
c1ccc(OCCCc2nc(-c3ccncc3)no2)cc1,0,-2,0.1,.,2,-0.7,-5,0,-6,97
CCC1SC(CC)C(=O)N(CC(=O)Nc2ccc3c(c2)OCO3)C1=O (stereo unspecified),2,0,0.1,-7,-11,-3.2,-4,1,8,95
O=S(=O)(NCCc1ccc(Cl)cc1)c1cccc2cccnc12,0,-2,0.1,-3,0,-1.6,2,9,-1,95
O=C(CN1CCCC1)Nc1ccc(Oc2ccc(NC(=O)CN3CCCC3)cc2)cc1,-5,-3,1.4,-6,-13,-0.9,0,-4,14,96
Cc1ccccc1N(CC(=O)N1CCCCCC1)S(C)(=O)=O,4,-2,0.0,-5,2,-0.2,0,7,-2,98
